Myeloid diff MLP: induction of myeloid progenitor differentiation, primary screen, cell-based, flow cytometry, MLPCN library; ER-HoxA9 myeloid progenitors, lysozyme-GFP differentiation; calls only at 10 µM; 360,000 tested, 1% active; AID 624256, 2012;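 active = normalized GFP-positive differentiation at or above the plate's own cutoff, the solvent-only control mean plus 3 SD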;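 note: cells exposed to compound for four days before flow analysis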
NOD1 NF-kB reporter: NOD1 signaling inhibitors, primary screen, cell-based, luminescence, uHTS (AID 1578); NOD1-driven NF-kB luciferase reporter cells, luminescence; higher % means a stronger effect; 290,000 tested, 1% active; one-dose inhibition, % at 4 µM; EC50 in µM for titrated hits; in the data active = inhibition mostly above about 36%, no sharp cut-off; inactive = mostly below about 34%;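 note: HEK-293T reporter cells stimulated with the NOD1 agonist gamma-tri-DAP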
GPR35 arrestin U2OS: GPR35 antagonists blocking zaprinast-driven arrestin recruitment, primary screen, imaging, U2OS, beta-arrestin-GFP, zaprinast agonist (AID 2058). U2OS GPR35 beta-arrestin-GFP translocation imaging, zaprinast antagonism; higher % means a stronger effect. inhibition, % at 10 µM; hits with a dose series show IC50 in µM. 290,000 tested, 0.052% active;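 active = inhibition of at least 50% with at least 30 cells and total cytoplasm GFP at most 10,000,000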
KOR beta-arrestin-1: KOR agonists, beta-arrestin recruitment, primary screen, cell-based, luminescence, uHTS (AID 1777); one-dose activation, % at 10 µM; EC50 in µM for titrated hits; Kappa-type opioid receptor (Homo sapiens); 280,000 tested, 0.02% active; KOR beta-arrestin recruitment, luminescence; higher % means a stronger effect; in the data active = activation above about 50%, passing the limit was not always enough; note: a part of the inactive calls stands beside numbers as strong as those of hits
HIV fusion peptide: inhibitors of HIV fusion peptide binding, primary screen, biochemical, uHTS, fluorescence dequenching (AID 1986) | cell-free peptide binding, fluorescence dequenching, 30 min; higher % means a stronger effect | inhibition, % at 20 µM, or IC50 in µM where a hit was titrated | 290,000 tested, 0.3% active; in the data active = inhibition mostly above about 52%, no sharp cut-off; inactive = mostly below about 76%; note: some results filed as inactive read as strong as hits
GPR55 LPI antagonism: GPR55 antagonists blocking LPI-driven arrestin recruitment, primary screen, imaging, U2OS, beta-arrestin-GFP, LPI agonist (AID 2013); G-protein coupled receptor 55 (Homo sapiens); 290,000 tested, 0.13% active; U2OS GPR55 beta-arrestin-GFP translocation imaging, LPI antagonism; higher % means a stronger effect; inhibition, % at 10 µM; hits with a dose series show IC50 in µM;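 active = spots per cell inhibited over 60%, with over 100 cells counted and total cytoplasm intensity under 500,000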;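 note: U2OS cells stably carrying GPR55 and arrestin-GFP stimulated by 5 µM LPI near EC80; imaged beta-arrestin-GFP aggregate spots per cell after agonist stimulation; plate controls were LPI-stimulated DMSO wells for no effect and DMSO wells without LPI for full effect; some results filed as inactive read as strong as hits; confirmed hits need IC50 under 10 µM and bright autofluorescent wells are also inconclusive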
HEK293 NOD2/NF-kB: NOD2 signaling inhibitors, cell-based, luminescence, uHTS, HEK293 (AID 1566) | HEK293 NOD2/NF-kB luciferase reporter, luminescence; higher % means a stronger effect | inhibition, % at 4 µM; hits with a dose series show EC50 in µM | 290,000 tested, 0.63% active; note: many of its hits are not listed in these tables
KOR beta-arrestin-2: KOR antagonists, beta-arrestin recruitment, cell-based, luminescence, uHTS (AID 1778). 290,000 tested, 0.091% active. one-dose inhibition, % at 10 µM; IC50 in µM for titrated hits. KOR beta-arrestin recruitment, luminescence, antagonist mode; higher % means a stronger effect; note: strong numbers were not always called active
GPR55 beta-arrestin: GPR55 agonists via beta-arrestin recruitment, primary screen, imaging, U2OS cells, beta-arrestin-GFP redistribution (AID 1961); U2OS GPR55 beta-arrestin-GFP redistribution imaging; higher % means a stronger effect; G-protein coupled receptor 55 (Homo sapiens); one-dose activation, % at 10 µM; EC50 in µM for titrated hits; 290,000 tested, 0.048% active;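 active = activation above 40% with more than 50 cells counted in the well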;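 note: U2OS osteosarcoma cells stably expressing GPR55 and beta-arrestin-GFP; plate controls were DMSO negative control for no effect and LPI positive control for full effect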
Myeloid diff MLP GFP+ MAC1+ %: recorded beside Myeloid diff MLP, whose call it bears; GFP+ MAC1+ double positive, %; measured here: differentiation confirmed by MAC1 staining
The depositor's hits bear a star; i = inactive; . = no result given; + = active, no number; [ ] = dose if it differs, or a comment. Cut-off read from the data, not from the text of the source, unless noted: active = inhibition above about 50%; inactive = the rest. A portion of the library, so the mix of outcomes need not match the whole.

SMILES	Myeloid diff MLP	Myeloid diff MLP GFP+ MAC1+ %	NOD1 NF-kB reporter	GPR35 arrestin U2OS	KOR beta-arrestin-1	HIV fusion peptide	GPR55 LPI antagonism	HEK293 NOD2/NF-kB	KOR beta-arrestin-2	GPR55 beta-arrestin
Cc1ccc(-n2c(C)cc(/C=N/NC(=O)CC3(C)OCCO3)c2C)cc1	i	3.4	-39%	-5%	-0.7%	-0.8%	5%	-24%	-3%	0.8%
Cc1[nH]c2ccccc2c1SCc1n[nH]c(=S)n1C	i	0.8	-3%	0%	.	-0.2%	9%	1%	16%	-0.1%
COc1ccc(/C=C2\SC(=S)N(CCC(=O)N3CCCCC3)C2=O)cc1	+	0.7*	14%	1%	2.1%	8.3%	-5%	8%	-8%	-0.1%
OCC1(Cc2ccccc2)CCCN(Cc2ccc3c(c2)OCCO3)C1 (stereo unspecified)	i	0.6	-21%	10%	-1.4%	1.2%	12%	-3%	2%	-0.3%
CCCCc1nnc(NC(=O)CN2C(=O)c3ccccc3C2=O)s1	i	0.7	-19%	1%	-2.1%	-2.0%	1%	7%	3%	-0.2%
Cc1noc(C)c1C(=O)OCC(=O)N(C)C1CCS(=O)(=O)C1 (stereo unspecified)	i	0.6	-13%	-20%	-6.0%	-1.4%	2%	13%	-5%	1.0%
Cc1ccc(O)c(C(=O)CC(=O)c2ccc(C(C)(C)C)cc2)c1	i	0.4	-21%	-2%	0.5%	2.2%	0%	9%	-23%[20 µM]	-0.3%
Cc1cc(C)cc(NC(=O)Cn2ncn3c(cc4ccccc43)c2=O)c1	i	1.7	-14%	8%	-4.3%	0.8%	7%	-5%	-18%	-0.1%
CCOC(=O)c1sc(NS(=O)(=O)c2ccc(NC(C)=O)cc2)nc1C	i	0.6	4%	3%	-3.3%	1.1%	12%	10%	-3%	-0.1%
O=C(O)c1ccc(NC(=O)c2cn(-c3ccccc3)nc2-c2ccc(Cl)cc2)cc1	i	1.0	-6%	-9%	1.0%	41%	5%	-14%	-25%	-0.3%
CC1C/C(=N\NC(=O)c2ccc(NS(=O)(=O)c3ccc(Br)cc3)cc2)CC(C)(C)C1 (stereo unspecified)	i	0.6	4%	-4%	6.0%	1.2%	15%	8%	-13%	-0.1%
CN(C)c1ccc(NC(=O)c2cnsn2)cc1	i	0.3	66%*	13%	-6.4%	-0.9%	8%	-28%	-9%	-0.1%
Cc1cc(C)c2cc(C(=O)Nc3ccccc3)[nH]c2c1	i	0.4	-11%	-10%	-0.8%	2.2%	-8%	-78%	-46%	0.0%
CCN(C=NC1=NN(c2cccc(C(F)(F)F)c2)CC1)CC	i	1.2	-2%	1%	-0.3%	-1.3%	5%	10%	-4%	0.1%
O=C(/C=C/c1ccc(Cl)cc1)NCCSc1ccccc1	i	1.5	-27%	0%	4.2%	-1.2%	15%	-28%	-15%	-0.1%
Cc1cccc(N2CCN(C(=O)C(Cc3ccccc3)n3cccc3)CC2)c1C (stereo unspecified)	i	4.5	-14%	20%	81%	3.1%	17%	-20%	-33%	-0.3%
C(=N\C(/N=C/c1ccco1)c1ccco1)/c1ccco1	i	1.0	-32%	0%	2.1%	0.2%	-8%	1%	8%	-0.2%
Cc1ccc(C(=O)NC2CCCCCC2)o1	i	0.3	-21%	-12%	0.8%	-0.5%	-6%	-13%	2%	-0.1%
CN(C)c1ccc(C(=S)N2CCCC2)cc1Br	i	0.5	-3%	-12%	2.1%	0.7%	11%	-8%	4%	-0.1%
Cc1ccc(NS(=O)(=O)c2ccc(-c3ccc(=O)[nH]n3)o2)cc1N(C)C	i	1.0	16%	17%	8.8%	-0.4%	-32%	17%	-44%	0.0%

Entries of single compounds, quoted from the list. Order of values: Myeloid diff MLP, Myeloid diff MLP GFP+ MAC1+ %, NOD1 NF-kB reporter, GPR35 arrestin U2OS, KOR beta-arrestin-1, HIV fusion peptide, GPR55 LPI antagonism, HEK293 NOD2/NF-kB, KOR beta-arrestin-2, GPR55 beta-arrestin
Cc1ccc(NS(=O)(=O)c2ccc(-c3ccc(=O)[nH]n3)o2)cc1N(C)C reads i, 1.0, 16%, 17%, 8.8%, -0.4%, -32%, 17%, -44%, 0.0%
O=C(O)c1ccc(NC(=O)c2cn(-c3ccccc3)nc2-c2ccc(Cl)cc2)cc1 reads i, 1.0, -6%, -9%, 1.0%, 41%, 5%, -14%, -25%, -0.3%

(next part)
Value order – Myeloid diff MLP, Myeloid diff MLP GFP+ MAC1+ %, NOD1 NF-kB reporter, GPR35 arrestin U2OS, KOR beta-arrestin-1, HIV fusion peptide, GPR55 LPI antagonism, HEK293 NOD2/NF-kB, KOR beta-arrestin-2, GPR55 beta-arrestin
> CCOc1ccc(Cl)cc1C(c1c(C)[nH][nH]c1=O)c1c(C)[nH][nH]c1=O
  i, 0.9, -5%, 2%, -4.8%, 0.6%, -10%, 2%, -4%, 0.4%
> NC(=O)c1ccc(Oc2ccc(Cl)cc2)c([N+](=O)[O-])c1
  i, 0.3, 3%, 3%, 0.2%, 1.4%, -7%, 24%, -13%, -0.2%
> Cc1[nH]c(=O)[nH]c(=O)c1S(=O)(=O)N1CCCC(C(=O)NCc2ccccc2Cl)C1 (stereo unspecified)
  i, 0.8, -3%, 2%, 0.0%, 2.0%, 8%, 6%, 10%, 0.1%
> CCCN1CCN(CCCNC(=O)Cn2nc(C)n3c(cc4cc(OC)ccc43)c2=O)CC1
  i, 2.0, -18%, 3%, 0.8%, 0.1%, -26%, -3%, -46%, -0.2%
> CC(C)(C)C1CCC(OC(=O)CCC(=O)Nc2ccccc2)CC1 (stereo unspecified)
  i, 0.4, -22%, 0%, -4.5%, 1.0%, 12%, 19%, 5%, 0.2%
> CCOc1ccc(CC(=O)NCc2ccc3c(c2)cc(C)n3C)cc1
  i, 1.1, -60%, 10%, -1.4%, 2.1%, -6%, 5%, -2%, -0.6%
> CCOc1ccc(/C=N/NC(=O)c2c(-c3ccccc3)noc2C)cc1
  i, 0.6, -2%, 2%, 0.0%, -0.9%, -20%, 0%, -10%, 0.6%
> Cc1oc(-c2ccc(Cl)cc2)nc1CN1CCCC(C(=O)NCc2ccco2)C1 (stereo unspecified)
  +, 6.2*, 3%, -6%, 1.5%, 0.7%, 9%, 12%, -14%, 0.3%
> O=C(/C=C/c1ccc(Cl)cc1)NC(=S)Nc1ccc(C(=O)O)cc1
  i, 0.2, -1%, 14%, -5.4%, 21%, -9%, 6%, 12%, -0.1%
> COc1ccccc1N1CCN(C(=O)c2cc3n(n2)C(C(F)(F)F)CC(c2ccco2)N3)CC1 (stereo unspecified)
  ., ., -12%, -7%, 3.5%, 0.0%, 17%, -6%, 0%, -0.2%
> Cc1cccc2sc(NNC(=O)c3cc(=O)c4ccccc4o3)nc12
  i, 2.5, -15%, -8%, -1.4%, 34%, 19%, -126%, -22%, -0.1%
> Cc1ccc(Cl)c(OCC(=O)OCC(=O)NC2CCCc3ccccc32)c1 (stereo unspecified)
  i, 0.4, -28%, 5%, -0.2%, -2.4%, -4%, 11%, 31%, -0.1%
> COC(=O)Nc1ccccc1C(=O)N1CCN(c2ccc(C)cc2)CC1
  i, 0.5, 40%, 5%, 4.2%, -0.5%, -20%, 1%, 4%, 0.4%
> Cc1cccc(N2CCN(Cc3nc(-c4cccc(Cl)c4)oc3C)CC2)n1
  i, 0.6, 22%, 4%, ., 0.7%, 12%, 2%, -104%[20 µM], -0.2%
> O=C(O)C1CCCCC1C(=O)Nc1ccc2c(c1)OCO2 (stereo unspecified)
  i, 1.1, -26%, -9%, -0.4%, -0.7%, 11%, 1%, -37%, 0.0%
> S=C(Nc1cccc(Cl)c1)NC1CC2CCCC(C1)N2C1CCCC1 (stereo unspecified)
  i, 0.7, -28%, -1%, 9.8%, 0.5%, 20%, -2%, -39%, -0.2%
> O=C(NCc1ccc2c(c1)OCO2)C1(S(=O)(=O)c2ccccc2)CC1
  i, 0.8, -15%, -12%, -1.6%, -1.4%, 12%, -2%, 15%, -0.4%
> COc1cccc(C(=O)NC(=S)Nc2ccccc2N2CCOCC2)c1
  i, 0.4, -18%, -4%, -3.1%, 2.3%, 8%, 12%, 27%, 0.2%
> CN(Cc1ccccc1)S(=O)(=O)c1ccc2[nH]c(=O)oc2c1
  i, 2.6, -35%, 6%, -1.2%, 2.1%, 5%, 9%, -22%[20 µM], -0.1%
> CC(CCc1ccccc1)NC(=O)c1ccc(NC(=O)c2ccccc2)cc1 (stereo unspecified)
  i, 1.0, -14%, -10%, -1.2%, -1.5%, -1%, 6%, 15%, -0.2%
> N#C/C(=C\c1cccc(O)c1)C(=O)N1CCCCC1
  i, 0.4, -20%, -1%, -2.5%, -0.1%, -6%, 2%, 0%[20 µM], 0.2%
> O=C(c1ccc2nc(-c3ccco3)c(-c3ccco3)nc2c1)N1CCN(c2ccccc2)CC1
  i, 5.6, 3%, -4%, -2.2%, 32%, 66%, 15%, 25%, -0.2%
> COc1ccc(/C=N/NC(=O)c2cc3c(ccc4ccccc43)o2)c(OC)c1
  ., ., -13%, -9%, -3.3%, 0.9%, -5%, -2%, -45%, 0.0%
> Cc1ccc2nc(Cl)c3cc(C(=O)N(CCN(C)C)Cc4ccco4)sc3c2c1
  i, 0.0, -29%, 10%, -6.0%, 1.5%, 7%, 13%, -4%, -0.2%

Entries from the list above that contain a CF3 group (2):
Value order – Myeloid diff MLP, Myeloid diff MLP GFP+ MAC1+ %, NOD1 NF-kB reporter, GPR35 arrestin U2OS, KOR beta-arrestin-1, HIV fusion peptide, GPR55 LPI antagonism, HEK293 NOD2/NF-kB, KOR beta-arrestin-2, GPR55 beta-arrestin
> CCN(C=NC1=NN(c2cccc(C(F)(F)F)c2)CC1)CC
  i, 1.2, -2%, 1%, -0.3%, -1.3%, 5%, 10%, -4%, 0.1%
> COc1ccccc1N1CCN(C(=O)c2cc3n(n2)C(C(F)(F)F)CC(c2ccco2)N3)CC1 (stereo unspecified)
  ., ., -12%, -7%, 3.5%, 0.0%, 17%, -6%, 0%, -0.2%

High-throughput results from PubChem BioAssay.
